Growth percent in the NCI-60 one-dose screen (48 h, 10 µM unless noted): 100 = growth as untreated, 0 = no growth, -100 = all killed.
MCF7: MCF7 breast cancer; 6.3% of 82,000 active; AID 1794796
MALME-3M: MALME-3M melanoma; AID 1794766; 5.8% of 78,000 active
T-47D: T-47D breast cancer; 5% of 79,000 active; AID 1794792
LOX IMVI: LOX IMVI melanoma; 7.4% of 79,000 active
MDA-MB-231: MDA-MB-231 breast cancer. 5% of 81,000 active
HS 578T: HS 578T breast cancer; 4.1% of 78,000 active; AID 1794788
BT-549: BT-549 breast cancer | 4.4% of 78,000 active
MDA-MB-468: MDA-MB-468 breast cancer | 8.5% of 78,000 active
* marks the source's active call; other numbers are inactive results; nt = not tested or not shown; [ ] = another dose, or the depositor's remark. Rule for the calls: active = growth percent below 10; inactive = the rest.

SMILES	MCF7	MALME-3M	T-47D	LOX IMVI	MDA-MB-231	HS 578T	BT-549	MDA-MB-468
COc1ccc(Oc2nc(Cl)nc(NC3CCCCCC3)n2)cc1	95	114	99	109	97	94	108	102
O=C(O)c1ccc2c(c1)C(=O)N(Cc1ccccc1)C2=O	95	97	96	96	101	100	99	96
Cc1ccc(-n2cc3c(-c4cc5c(ccc6ccccc65)oc4=O)nnc(C)c3n2)cc1	67	nt	65	63	59	105	81	104
O=C1/C(=C/c2ccc(Cl)cc2)SC(=Nc2ccccc2)N1Cc1nc2ccccc2[nH]1	114	132	88	57	nt	85	nt	96
Clc1ccccc1C=Nc1ccc2c(c1)Cc1ccccc1-2	89	111	101	105	94	103	nt	102
Cc1ccc(C)c(-n2nnc3ccccc3c2=O)c1	102	106	103	96	108	99	97	124
N=c1nc(N)nc(N)n1-c1ccccc1	99	112	101	95	nt	98	110	99
Clc1ccc(C2=NN3C(C2)c2ccccc2OC3c2cccnc2)cc1 (stereo unspecified)	65	100	66	58	97	90	78	103
Nc1onc(-c2ccc(F)cc2)c1[N+](=O)[O-]	74	82	88	89	109	93	119	82
CC(=O)C1CCC2C3CC=C4CC(O)CCC4(CO)C3CCC12C (stereo unspecified)	104	101	91	99	113	107	105	104
O=C(C[n+]1ccccc1Cl)c1ccc(Br)cc1	94	102	91	98	87	99	98	97
O=C1c2cc(O)cc(O)c2[C@H](c2cc(O)cc(O)c2)[C@H]1c1ccc(O)cc1	87	99	93	100	103	104	nt	94
NS(=O)(=O)c1ccc(Nc2nc(N=Nc3c(O)n(Cc4ccccc4)c4ccc(Cl)cc34)nc(Nc3ccccc3)n2)cc1	86	107	72	106	114	111	80	79
COc1ccc(-c2nnc(COc3ccc(N=C4NC(=O)CS4)cc3)o2)cc1	77	143	94	63	106	nt	89	87
C=C(C)[C@@H]1CC[C@]2(C(=O)NCCCCCCN(CCCN)CCCN)CC[C@]3(C)[C@H](CC[C@@H]4[C@@]5(C)CC[C@H](O)C(C)(C)[C@@H]5CC[C@]43C)[C@@H]12	66[100 µM]	94[100 µM]	73[100 µM]	84[100 µM]	20[100 µM]	95[100 µM]	81[100 µM]	64[100 µM]
CC(=O)Oc1c(C)cccc1C(=O)O	102	94	95	94	119	115	111	106
COc1ccc(N=NN(C)C)cc1	90	106	104	102	99	102	92	93
COc1cc(C(=O)O)cc(Cl)c1O	104	104	110	99	99	96	86	107
O=c1[nH]c2ccc(Cl)cc2[nH]1	103	153	108	97	101	103	100	110
CC1CCC(O)(C(C(=O)O)c2ccccc2)CC1 (stereo unspecified)	99	122	107	120	93	145	117	108
COc1ccc(/C=C2\Oc3cc(C)c(Cl)c(C)c3C2=O)cc1OC	77	112	85	97	98	112	111	100
COc1ccc(C(=O)c2cc(C)c(OC)c(C)c2)c(OC)c1NC(C)=O	21	59	61	32	21	14	16	12
Cc1ccc(NC2=C3CCCCC3OC2=O)cc1 (stereo unspecified)	54	27	52	78	87	80	93	23
CC(C(OC(=O)C(c1ccccc1)c1ccccc1)c1ccccc1)N(C)C (stereo unspecified)	119	97	88	95	99	88	102	96
O=C1C[C@@H]2/C(=C(O)\C=C\c3ccccc3)C(=O)C=C[C@@H]2O1	6.0*	-35*	17	-68*	-46*	-2.3*	-40*	-77*

Compounds listed so far containing sulfur, in the order listed:
SMILES	MCF7	MALME-3M	T-47D	LOX IMVI	MDA-MB-231	HS 578T	BT-549	MDA-MB-468
O=C1/C(=C/c2ccc(Cl)cc2)SC(=Nc2ccccc2)N1Cc1nc2ccccc2[nH]1	114	132	88	57	nt	85	nt	96
NS(=O)(=O)c1ccc(Nc2nc(N=Nc3c(O)n(Cc4ccccc4)c4ccc(Cl)cc34)nc(Nc3ccccc3)n2)cc1	86	107	72	106	114	111	80	79
COc1ccc(-c2nnc(COc3ccc(N=C4NC(=O)CS4)cc3)o2)cc1	77	143	94	63	106	nt	89	87

Exported with each value named: four of the compounds above
> O=c1[nH]c2ccc(Cl)cc2[nH]1
  MCF7: 103 | MALME-3M: 153 | T-47D: 108 | LOX IMVI: 97 | MDA-MB-231: 101 | HS 578T: 103 | BT-549: 100 | MDA-MB-468: 110

> CC1CCC(O)(C(C(=O)O)c2ccccc2)CC1 (stereo unspecified)
  MCF7: 99 | MALME-3M: 122 | T-47D: 107 | LOX IMVI: 120 | MDA-MB-231: 93 | HS 578T: 145 | BT-549: 117 | MDA-MB-468: 108

> COc1ccc(/C=C2\Oc3cc(C)c(Cl)c(C)c3C2=O)cc1OC
  MCF7: 77 | MALME-3M: 112 | T-47D: 85 | LOX IMVI: 97 | MDA-MB-231: 98 | HS 578T: 112 | BT-549: 111 | MDA-MB-468: 100

> COc1ccc(C(=O)c2cc(C)c(OC)c(C)c2)c(OC)c1NC(C)=O
  MCF7: 21 | MALME-3M: 59 | T-47D: 61 | LOX IMVI: 32 | MDA-MB-231: 21 | HS 578T: 14 | BT-549: 16 | MDA-MB-468: 12

Arranged by heavy-atom count (rising): 3 of the compounds above.
SMILES	MCF7	MALME-3M	T-47D	LOX IMVI	MDA-MB-231	HS 578T	BT-549	MDA-MB-468
O=c1[nH]c2ccc(Cl)cc2[nH]1	103	153	108	97	101	103	100	110
CC1CCC(O)(C(C(=O)O)c2ccccc2)CC1 (stereo unspecified)	99	122	107	120	93	145	117	108
CC(=O)C1CCC2C3CC=C4CC(O)CCC4(CO)C3CCC12C (stereo unspecified)	104	101	91	99	113	107	105	104

The list continues:
SMILES	MCF7	MALME-3M	T-47D	LOX IMVI	MDA-MB-231	HS 578T	BT-549	MDA-MB-468
COc1ccc(Nc2ncnc3c2c(SC)nn3-c2ccccc2)cc1	103	93	71	93	93	136	97	69
Cn1c(=O)c2c(nc(/N=C/c3ccccc3)n2C)n(C)c1=O	96	104	103	99	128	104	108	102
COc1cccc(OC)c1-c1nnn(C)c1C(=S)N1CCN(c2ccc([N+](=O)[O-])cc2Cl)CC1	86	89	101	nt	91	95	92	89
COc1ccc([C@H]2[C@H](O)C(=O)N2c2cc(OC)c(OC)c(OC)c2)cc1O	8.7*	60	76	17	28	5.0*	-9.8*	5.6*
COc1ccc2c(c1)O/C(=C\c1ccc([N+](=O)[O-])o1)C2=O	2.1*	-37*	-0.1*	-65*	8.1*	21	-50*	-47*
COc1ccc(/C=C/c2nc3ccccc3n3c(-c4ccc(Cl)cc4)nnc23)cc1	73	104	81	89	92	96	114	106
Clc1ccc(C2(C3CCNCC3)CCCO2)cc1 (stereo unspecified)	96	93	106	87	99	99	96	85
CNC(=O)c1n[nH]n2c1nc(=O)c1c3c(sc12)CCCC3	89	104	88	100	98	101	99	108
OC1c2ccccc2C=Cc2ccccc21	91	105	95	101	104	102	109	92
CC1=C(/C=C/C(C)=C/C=C(C(=O)O)\C(C)=C\C(=O)O)C(C)(C)CCC1	94	128	101	95	99	105	100	109
O=C(CNCc1ccccc1)Nc1ccc(-c2nc3ccccc3s2)cc1	38	106	88	96	83	104	98	27
CN1CCN(CC(=O)Sc2nc(-c3ccco3)cc(-c3ccc(Cl)cc3Cl)n2)CC1	56	92	52	89	67	71	97	52
CCCCNC(=O)c1ccccc1C	90	87	97	97	103	104	94	82
CC(Cc1ccccc1)N(C)C(=O)CN1C(=O)c2ccccc2C1=O (stereo unspecified)	105	105	101	111	96	90	97	101
CN1CCN(C(=O)OCc2nc3c(N4CCOCC4)nc(Cl)nc3n2C)CC1	-46*	-65*	-29*	-96*	-78*	-31*	-84*	-69*
CCOc1ccc2nc(C)cc(Nc3ccc(S(=O)(=O)Nc4ncccn4)cc3)c2c1	98	100	96	90	98	111	95	108
COc1ccc(N/N=C2\CCCc3ccccc3C2=O)cc1	74	92	65	91	84	93	104	68
Cc1cccc(C(C#N)c2ccc(N)cc2)c1 (stereo unspecified)	99	nt	105	101	100	96	92	100
COc1cc2c(c(OC)c1OC)C(c1cc(C3CCNCC3)ccc1F)NC(=O)N2 (stereo unspecified)	97	118	96	101	101	99	110	97
O=c1[nH]c(CCc2c[nH]c3ccccc23)nc2ccccc12	96	94	103	94	87	103	87	nt
N#Cc1nc(-c2ccccc2)oc1N1CC[C@H](CO)C1	78	103	99	95	96	105	96	81
Fc1ccc(-c2nc3ccccc3n3cccc23)cc1	76	121	70	94	80	83	97	87
CCCCN(CCCC)CCCCCCCCCCO	99	nt	95	95	120	105	102	100
CCNc1ccc(N=Nc2c(S(=O)(=O)O)cc3cc(S(=O)(=O)O)cc(O)c3c2O)cc1	92	nt	130	109	122	95	106	88
CNC(=O)c1cc(Oc2ccc3nc(NC(=O)c4ccc(N5CCOCC5)c(C(F)(F)F)c4)sc3c2)ccn1	70	94	86	76	85	70	94	81

Reprinted from the part before: two compounds; new compounds follow.
SMILES	MCF7	MALME-3M	T-47D	LOX IMVI	MDA-MB-231	HS 578T	BT-549	MDA-MB-468
CCNc1ccc(N=Nc2c(S(=O)(=O)O)cc3cc(S(=O)(=O)O)cc(O)c3c2O)cc1	92	nt	130	109	122	95	106	88
CNC(=O)c1cc(Oc2ccc3nc(NC(=O)c4ccc(N5CCOCC5)c(C(F)(F)F)c4)sc3c2)ccn1	70	94	86	76	85	70	94	81
CCN(CC)CCNc1nc(NN2C(=O)c3cccc4cccc(c34)C2=O)nc(N2CCOCC2)n1	90	106	102	88	98	101	104	114
CCCCC/C=N/Nc1ccc([N+](=O)[O-])cc1[N+](=O)[O-]	95	109	nt	64	101	97	nt	111
CCCCCN1CCN(C(CC(=O)c2ccccc2)C(=O)c2ccccc2)CC1 (stereo unspecified)	90	50	101	83	nt	nt	96	103
COc1ccc2c(c1)c(-c1noc(C(=O)c3cn(C)c4ncccc34)n1)cn2C	88	89	89	91	61	80	90	109
O=C1/C(=C/c2ccc(F)cc2)COc2ccc(O)c(O)c21	18	-10*	4.4*	-85*	-12*	22	3.6*	-2.4*
O=C(Nc1ccc(Cl)cn1)C1(c2ccccc2)CCCCC1	96	112	95	101	88	107	98	nt
COc1ccc2c(c1)CC[C@@H]1[C@@H]2CC[C@]2(C)c3c(cc(C#N)c4c3sc3ccccc34)C[C@@H]12	106	108	102	97	107	95	114	nt
COc1cc(Cl)cc(-c2nn(C(=O)NCCN(C)C)cc2-c2ccncc2)c1	97	86	85	90	78	105	115	96
CCOC(=O)C1CC(O)CN1C (stereo unspecified)	106	145	95	98	118	105	102	104
CC1(C)CC[C@]2(C(=O)O)CC[C@]3(C)C(=CCC4[C@@]5(C)C[C@@H](O)[C@H](O)[C@@](C)(CO)C5CC[C@]43C)C2C1 (stereo partly specified)	94	97	98	95	98	103	87	93
C=CCn1c(SCC(=O)Nc2ccc(C(=O)/C=C/c3ccccc3)cc2)nnc1-c1ccc(Cl)cc1	36	72	51	77	71	75	45	86
COc1cc(-c2nc(SCCC(C)C)nc(Nc3ccccc3)c2C#N)cc(OC)c1OC	93	104	nt	99	60	-8.7*	96	112
CCOC(=O)c1csc(NC(=O)COc2cccc(/C=C3\Oc4cc(OC)ccc4C3=O)c2)n1	81	109	69	67	68	91	85	nt
COC(=O)c1ccc(CNc2nc(=O)n(Cc3ccc(Cl)cc3)c(=O)[nH]2)cc1	87	107	110	113	107	96	99	105
COc1ccc(-c2oc(=O)ccc2-c2cc(OC)c(OC)c(OC)c2)cc1F	44	69	104	67	77	86	99	nt
O=C(Nc1cccc2ccccc12)OCc1ccccc1	93	123	88	98	115	101	103	112
COc1ccc([N+](=O)[O-])cc1NC(=O)OC(C)C	87	96	93	97	103	102	92	84
O=C(Nc1ccc([N+](=O)[O-])cc1)Nc1nccnn1	116	116	108	92	111	100	114	113
CCN1CCN(C(=S)SCC(=O)Nc2nc3ccc(OC)cc3s2)CC1	96	nt	87	91	98	106	90	98
Cc1ccc(-c2ccc(F)cc2)n1Cc1ccc(Cl)cc1	88	nt	90	80	82	83	93	91
Cc1cn(C(C=O)OC(C=O)CO)c(=O)[nH]c1=O (stereo unspecified)	95	99	100	103	108	103	107	113
COc1ccc(C2CC(c3ccccc3)=Nc3ccccc3S2)cc1 (stereo unspecified)	79	82	84	95	99	102	92	102
CC1NC(=S)NC(=O)/C1=C\c1cc(=O)oc2c1ccc1ccccc12 (stereo unspecified)	87	97	91	98	102	101	95	110
CN(C)/C=N/C1=NNC(C)(c2ccccc2O)N1C(Cc1c[nH]c2ccccc12)C(=O)O (stereo unspecified)	78	97	63	83	79	98	81	93
